Assay outcomes deposited in PubChem BioAssay by National Center for Advancing Translational Sciences (NCATS).
ALOX12 inh: inhibitors of human 12S-lipoxygenase ALOX12 | P18054 | purified 12hLO, xylenol orange hydroperoxide absorbance | Potency, µM (highest dose often 108 µM), inactives show at the top dose activity change, negative = inhibition, most hits filed as inhibitors | 1.1% of 580,000 active | AID 1671190; active means well fitted inhibition curve with a large enough effect; inconclusive means small, poorly fitted or top-dose-only effect, or another doubt; inactive means no such curve, though single readings can be large or run the other way
Target sequence (P18054 whole entry, looked up): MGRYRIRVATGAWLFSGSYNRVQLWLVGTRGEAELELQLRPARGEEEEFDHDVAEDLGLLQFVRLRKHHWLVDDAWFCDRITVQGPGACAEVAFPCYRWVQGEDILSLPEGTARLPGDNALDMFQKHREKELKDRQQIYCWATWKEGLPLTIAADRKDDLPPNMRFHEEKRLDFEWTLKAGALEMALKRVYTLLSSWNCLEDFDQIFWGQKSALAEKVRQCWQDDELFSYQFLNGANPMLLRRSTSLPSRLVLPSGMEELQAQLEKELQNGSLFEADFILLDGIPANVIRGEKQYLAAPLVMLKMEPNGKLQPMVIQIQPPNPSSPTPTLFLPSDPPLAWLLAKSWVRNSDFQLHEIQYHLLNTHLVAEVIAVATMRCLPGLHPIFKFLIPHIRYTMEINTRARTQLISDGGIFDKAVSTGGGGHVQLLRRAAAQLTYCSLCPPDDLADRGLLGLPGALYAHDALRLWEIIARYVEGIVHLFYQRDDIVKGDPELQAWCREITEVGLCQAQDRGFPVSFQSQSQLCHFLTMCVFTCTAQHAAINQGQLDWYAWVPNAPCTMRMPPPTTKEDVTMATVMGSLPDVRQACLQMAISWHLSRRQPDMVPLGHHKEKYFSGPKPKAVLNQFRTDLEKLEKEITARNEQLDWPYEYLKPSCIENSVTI
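Purified human 12hLO at 150 nM in 25 mM Hepes, 0.01% Triton X-100, pH 7.0, preincubated 15 min at room temperature with compound. Reaction started with 40 uM arachidonic acid, 30 min at room temperature. Hydroperoxide measured by Fe-xylenol orange, 573/405 nm absorbance ratio.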
* hit, by the source's call; ? = inconclusive; [ ] = dose if it differs, or a comment. On the % scale 0 is the no-effect control and ±100 the full control effect; potency means the concentration at half of the fitted maximal effect. Only part of the results is shown. The share of hits here may be higher or lower than overall.

SMILES | ALOX12 inh
O=C1NC2(CCCN(Cc3ccccn3)C2)Oc2ccccc21 (centres undefined) | 75.2%[activator][176 µM]
N[C@@H](Cc1ccc(Oc2cc(I)c(O)c(I)c2)c(I)c1)C(=O)O | 5.1µM*
CC(N[C@H]1C[C@H]1c1ccccc1)c1ccc2c(c1)OCCO2 (some centres undefined) | ?
CC(C)(C)[C@]1(O)C[C@@H]2OC(=O)C[C@@]23C(=O)O[C@@H]2OC(=O)[C@H](O)C213 (some centres undefined) | 4.3%
CCCNC(=O)OC[C@H]1C[C@@H]2CCN1C[C@@H]2c1cc(-c2ccc(F)cc2)nc(C)n1 | -0.4%[176 µM]
C[N+](C)(C)CC(F)([N+](=O)[O-])[N+](=O)[O-] | ?
COc1cc2c(cc1OC1CCCC1)NC(=O)C21CCN(c2ccnc(C)n2)CC1 | 10.7%[176 µM]
COc1cc2c(cc1OCc1ccccc1)NC(=O)C21CCN(C(C)=O)CC1 | 55.8%[activator][176 µM]
CC(=O)c1c(C)[nH]c(C(=O)C(C)N(C)Cc2cccc(F)c2)c1C (centres undefined) | -3.2%
CCCNC1CCCC1 | -26.6%
CCN(CC)C(=O)[C@@H]1C=C2c3cccc4[nH]c(Br)c(c34)C[C@H]2N(C)C1 | ?
Cc1cc(C)n2nc(C(=O)Nc3ccc(Cl)cc3C(=O)c3ccccc3F)nc2n1 | 2.3%
Cc1cccc2nc(-c3ccccc3)c(-c3ccc(CN4CCC(n5c(=O)[nH]c6cc(Cl)ccc65)CC4)cc3)nc12 | -24.7%
CCCS(=O)(=O)N1CC[C@@H]2COCCN(C)[C@@H]2C1 | 37.4%[activator]
C=C[C@@H]1CN2CCC1C[C@H]2[C@H](O)c1ccnc2ccccc12 (some centres undefined) | -4.1%[57.4 µM]
Cn1cccc1CN1CCC2(CC1)C(=O)Nc1ccccc12 | ?
COc1ccc(-c2cc([C@H]3CN4CC[C@H]3C[C@@H]4CNS(=O)(=O)c3cccs3)n(C)n2)cc1 | 9.5%
c1ccc(CN2C[C@H](c3ccc4c(c3)OCO4)[C@@H]3[C@H]2C2CCN3CC2)nc1 | 86.8%[activator]
CC(C)C(=O)N1CCC2(CC1)NCc1ccccc1-n1ccnc12 | 14.6%
CN1[C@@H]2CC[C@H]1CC(O[C@@H](c1ccccc1)c1ccc(Cl)cc1)C2 (some centres undefined) | 54.4%[activator]
CC[C@H]1CN2CC[C@H]1C[C@@H]2CNCc1ccc2c(c1)OCO2 | 85.6%[activator][176 µM]
Cc1nc(-c2ccc(C(F)(F)F)cc2)cc([C@H]2CN3CC[C@H]2C[C@@H]3CNS(C)(=O)=O)n1 | 35.2%[activator]
O=C(C1CC1)N1C[C@H]2CN(Cc3cccnc3)C[C@@]2(C(=O)O)C1 | 43.5%
C=CCN(C)C[C@H]1CN2CC[C@H]1C[C@@H]2CNS(=O)(=O)c1ccc(C)cc1 | 32.9%[activator][176 µM]
Cc1nc(-c2ccccc2Br)cc([C@H]2CN3CC[C@H]2C[C@@H]3CNC(=O)Nc2cccc(C#N)c2)n1 | 28.2µM*
CN1c2cccnc2CNCC[C@H]1CO | 118.6%[activator][176 µM]
CC[C@H]1CN2CC[C@H]1C[C@@H]2CNC(=O)c1cccc(F)c1 | 97.1%[activator][176 µM]
O=C1NCCCCCN(Cc2cccnc2)[C@H]2CCC[C@@H]12 | 342.9%[activator]
COCCC(=O)N1[C@H]2CC[C@@H]1c1cnc(C)nc1C2 | 8.8%
CC(=O)N1CCC2(C1)N=C(c1cccnc1)C(=O)N2 (centres undefined) | 25.2%[176 µM]
CC[C@H]1CN2CC[C@H]1C[C@@H]2CNS(=O)(=O)c1ccc(NC(C)=O)cc1 | 23.1%[176 µM]
CN(C(=O)c1cn(Cc2ccccc2)c2ccccc12)C1CCS(=O)(=O)C1 (centres undefined) | 15.7%
Cc1ccc2c(c1)C(SCC(=O)Nc1ccccc1C(=O)O)c1ccccc1O2 (centres undefined) | ?
COc1cc2c(cc1Oc1ccccc1)NC(=O)C21CCN(Cc2cccc(O)c2)CC1 | ?
N#Cc1ccc(CN2CC3(CCNCC3)C2)cc1 | -6.3%[57.4 µM]
COc1ccc(NC(=O)N2[C@H]3CC[C@@H]2c2cncnc2C3)cc1OC | 17.1%
Clc1cc(Cl)cc(-c2ccc(CNC3CN4CCC3CC4)o2)c1 (centres undefined) | ?
Cc1nnc2n1-c1sc(CCC(=O)N3CCOCC3)cc1C(c1ccccc1Cl)=NC2 | -5.5%[22.9 µM]
N#Cc1c(Oc2cccc(OS(=O)(=O)CCCC(F)(F)F)c2)cccc1C(F)(F)F | -3.8%
COc1cccc([C@H]2CN(c3cc(C)nc(N)n3)[C@@H]3C4CCN(CC4)[C@H]23)c1 | 40.0%
O=C(Nc1ccc2n(c1=O)C[C@H]1C[C@@H]2CN(C(=O)c2ccccn2)C1)c1ccccc1 | 8.2%[176 µM]
CCCNC(=O)OC[C@H]1C[C@@H]2CCN1C[C@@H]2c1cc(C(CC)CC)nc(-c2ccncc2)n1 | 7.7%
Cc1ccccc1OCC(=O)N1CCN(Cc2ccc(=O)n(C)c2)CC1 | 53.0%[activator]
COC(=O)c1ccc(CCN)cc1 | -37.9%
COC(=O)C1C(OC(=O)c2ccccc2)CC2CCC1[N+]2(C)C (centres undefined) | ?
CC(=O)C1=C(C)OC2=C(C(=O)CCC2)[C@@]12C(=O)N(C)c1ccccc12 | -11.5%
CCCN(CCC)c1c([N+](=O)[O-])cc(S(N)(=O)=O)cc1[N+](=O)[O-] | ?
CN1OC[C@@H]2CN3C4(C[C@@H]21)c1ccccc1C3(c1ccccc1)c1ccccc14 | 10.1%
COC[C@H]1CCCN1C[C@H]1CN2CC[C@H]1C[C@@H]2CN | 97.6%[activator][176 µM]
Cc1cccc(NC(=O)N2[C@H]3CC[C@@H]2c2cncnc2C3)c1 | 34.1%
CC[C@H]1CN2CC[C@H]1C[C@@H]2COC(=O)Nc1cccc2ccccc12 | ?
CN1CC(CO)=C[C@H]2c3cccc4[nH]cc(c34)C[C@H]21 | 16.5%
Cc1cccn2c(CC(=O)N3CCN(C)[C@@H]4CS(=O)(=O)C[C@@H]43)cnc12 | 19.3%
COCC(=O)NC[C@H]1C[C@@H]2CCN1C[C@@H]2c1cc(-c2ccccc2)nc(C)n1 | 82.6%[activator][176 µM]
C[N+]1(C)[C@@H]2CC(OC(=O)[C@H](CO)c3ccccc3)C[C@H]1[C@H]1O[C@@H]12 (some centres undefined) | ?
CC(C)c1nccc(CN2CCCC3(CNC(=O)O3)C2)n1 (centres undefined) | 30.0%
CCc1nc(C)c(C(=O)N2C[C@@H](c3ccc(F)cc3)[C@@H]3[C@H]2C2CCN3CC2)o1 | 12.9%
CC[C@@H]1[C@@H](C)O[C@@](O)([C@@H](C)[C@H](O)[C@H](C)[C@H]2OC(=O)C=CC=C[C@@H](C)[C@@H]([C@@H](C)[C@@H](O)[C@H](C)[C@@]3(O)C[C@H](O[C@H]4C[C@H](O)[C@H](O)[C@H](C)O4)[C@H](CC)[C@@H](C)O3)OC(=O)C=CC=C[C@@H]2C)C[C@H]1O[C@H]1C[C@H](O)[C@H](O)[C@H](C)O1 | -21.6%[57.4 µM]
CCOc1ccccc1CNCCc1ccccc1 | -7.6%
FC(F)(F)CN1C2CCC1CN(c1nccc(Cl)n1)C2 | -3.1%[6.33 µM]

The list continues.
SMILES | ALOX12 inh
COc1ccc(-n2nc(C)c3c2NC(=O)CSC3c2cc(OC)c(O)c(OC)c2)cc1 (centres undefined) | ?
COc1cc2c(cc1CCc1ccccc1)N(C(=O)C(C)C)CC21CCN(C(C)=O)CC1 | 6.5%[176 µM]
COc1cccc(CN2CCN(C)CC2)c1OC | ?
O=C(O)CF | -2.6%
N#Cc1cccc(NC(=O)N2CCCC3(CCN(C(=O)Oc4ccccc4)CC3)C2)c1 | ?
CC(C)(C)c1ccc(OCC(=O)N2CCN(Cc3nc(N)c4ccccc4n3)CC2)cc1 | -1.0%
Oc1ccccc1-c1ccccc1 | -9.7%[22.9 µM]
Cc1c(-c2ccccc2)c(=O)oc2ccc(OC(=O)N(C)C)cc12 | 71.6%[activator]
c1cncc(C2=NOC3(CCCN(Cc4ccsc4)C3)C2)c1 (centres undefined) | 10.2%[6.33 µM]
CC1CC2CCC(O2)C(C)C(=O)OC(C)CC2CCC(O2)C(C)C(=O)OC(C)CC2CCC(O2)C(C)C(=O)OC(C)CC2CCC(O2)C(C)C(=O)O1 (centres undefined) | 5.4%
COc1ccccc1-c1cc([C@H]2CN3CC[C@H]2C[C@@H]3CNC(=O)C2CCCCC2)n(C)n1 | 44.8%[activator]
CCc1c(C(=O)C(N)=O)c2c(OCC(=O)O)cccc2n1Cc1ccccc1 | -12.0%[57.4 µM]
O=C(c1ccccc1)N1C[C@@H]2C[C@H](C1)c1ccc(-c3cncnc3)c(=O)n1C2 | 49.1%[176 µM]
Cc1ccc(Cn2nc(C)c(C(=O)NCc3cc(Cl)c4c(c3)OCCCO4)c2Cl)cc1 | -13.9%
CCN(CC)C(=O)c1ccc(NC(=S)NCCOC)cc1 | 13.7%
N#Cc1ccc2nc(-c3ccc(CN4CCC(n5c(=O)[nH]c6ccccc65)CC4)cc3)c(-c3ccccc3)nc2c1 | -33.5%
Cc1ccc([N+](=O)[O-])[c]2c1[O][Hg]2 | 0.051µM*
Cc1cccc(-c2nn3c(=O)cc(CN4CCN(C(=O)COc5ccccc5C)CC4)nc3s2)c1 | -2.5%
O=C([C@H]1CN2CCC1C[C@@H]2Cn1cc(-c2ccccc2)nn1)N1CCOCC1 (some centres undefined) | -0.7%[176 µM]
COc1ccc2c(c1)C13CCN4CC5=CCOC6CC(=O)N2C1C6C5CC43 (centres undefined) | 14.2%
CCNC(=O)NC[C@H]1C[C@@H]2CCN1C[C@@H]2c1cc(C2CCCCC2)nn1C | 30.6%[activator][176 µM]
O=C1CC2OCC=C3CN4CCC56c7ccccc7N1C5C2C3CC46O (centres undefined) | -9.4%
Cc1c(C(=O)Cn2c(C)nc3ccccc32)c2ccccc2n1C | 0.7%
CCC(CC)c1cc([C@H]2CN3CC[C@H]2C[C@@H]3CNC(=O)Nc2cccc(C#N)c2)nc(-c2ccncc2)n1 | 32.7%[activator]
CNC(C)c1cccnc1 (centres undefined) | ?
CNCc1cn(C[C@H]2CC3CCN2C[C@@H]3C(=O)NCc2ccccc2)nn1 (some centres undefined) | 1.3%[176 µM]
CN1CCC(N2C[C@@H]3C[C@H](C2)c2c(NC(=O)NC4CCCCC4)ccc(=O)n2C3)CC1 | 9.3%[176 µM]
COc1cc2c(cc1OCC1CCCC1)N(C(=O)C1CCC(C)CC1)CC21CCN(CC(=O)O)CC1 (centres undefined) | 5.4%
CN1CCC(N(C)CCC2CCOCC2)CC1 | 15.0%
CCn1c(C)c(C(=O)NCc2ccccc2)c2cc(OC)ccc21 | 17.1%
CC(Cc1cccc(Cl)c1)NC(=O)CCCNC(=O)C1CC1 (centres undefined) | 2.1%
Cc1ccc(C2=CCN(Cc3oc(CO)cc(=O)c3O)CC2)cc1 | ?

Compounds from the list above that have sulfur, in the order listed:
SMILES | ALOX12 inh
CCCS(=O)(=O)N1CC[C@@H]2COCCN(C)[C@@H]2C1 | 37.4%[activator]
COc1ccc(-c2cc([C@H]3CN4CC[C@H]3C[C@@H]4CNS(=O)(=O)c3cccs3)n(C)n2)cc1 | 9.5%
Cc1nc(-c2ccc(C(F)(F)F)cc2)cc([C@H]2CN3CC[C@H]2C[C@@H]3CNS(C)(=O)=O)n1 | 35.2%[activator]
C=CCN(C)C[C@H]1CN2CC[C@H]1C[C@@H]2CNS(=O)(=O)c1ccc(C)cc1 | 32.9%[activator][176 µM]
CC[C@H]1CN2CC[C@H]1C[C@@H]2CNS(=O)(=O)c1ccc(NC(C)=O)cc1 | 23.1%[176 µM]
CN(C(=O)c1cn(Cc2ccccc2)c2ccccc12)C1CCS(=O)(=O)C1 (centres undefined) | 15.7%
Cc1ccc2c(c1)C(SCC(=O)Nc1ccccc1C(=O)O)c1ccccc1O2 (centres undefined) | ?
Cc1nnc2n1-c1sc(CCC(=O)N3CCOCC3)cc1C(c1ccccc1Cl)=NC2 | -5.5%[22.9 µM]
N#Cc1c(Oc2cccc(OS(=O)(=O)CCCC(F)(F)F)c2)cccc1C(F)(F)F | -3.8%
CCCN(CCC)c1c([N+](=O)[O-])cc(S(N)(=O)=O)cc1[N+](=O)[O-] | ?
Cc1cccn2c(CC(=O)N3CCN(C)[C@@H]4CS(=O)(=O)C[C@@H]43)cnc12 | 19.3%
COc1ccc(-n2nc(C)c3c2NC(=O)CSC3c2cc(OC)c(O)c(OC)c2)cc1 (centres undefined) | ?
c1cncc(C2=NOC3(CCCN(Cc4ccsc4)C3)C2)c1 (centres undefined) | 10.2%[6.33 µM]
CCN(CC)C(=O)c1ccc(NC(=S)NCCOC)cc1 | 13.7%
Cc1cccc(-c2nn3c(=O)cc(CN4CCN(C(=O)COc5ccccc5C)CC4)nc3s2)c1 | -2.5%
